PI4K2A inh = PI4K2A (human) kinase inhibition. purified PI4K2A, ADP-Glo luminescence, 1 h; hits give low values. activity change, negative = inhibition, % at 76.9 µM. 420,000 compounds, 0.13% hits; in the data active = activity change below about -50%; inconclusive = mostly about -30% to -49%;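 note: -100% = wells without enzyme as full effect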
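ADP-Glo luminescence measured ADP generated by PI4K2A enzyme (4 ug/mL before mixing) with 1.2 mM PI substrate (pre-mix) and 300 microM ATP (pre-mix). Tris pH7.5 buffer with MgCl2, Triton X-100; 1 h reaction at ambient temperature.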
G9a inh = blocks human histone lysine methyltransferase G9a | Q96KQ7 | G9a H3K9 monomethylation, AlphaScreen, 2 h | Potency, µM (highest dose often 102 µM), without a hit: top-dose activity, negative = inhibition, hits mostly inhibitors | 350,000 compounds, 8.8% hits; note: potency is the fitted concentration of half-maximal effect; % is set by controls: 0 for no effect and ±100 for the full control effect; nearly all actives have a fitted effect of over 75% in size
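G9a (20 nM) preincubated 15 min RT with compounds, then 500 nM biotinylated H3K9 peptide and 20 uM SAM added; 2 h RT reaction. Monomethyl-H3K9 product detected by AlphaScreen with anti-H3K9me1 antibody, streptavidin donor and anti-rabbit IgG acceptor beads.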
BAZ2B inh = blocks human BAZ2B. AlphaScreen BAZ2B-H3K14Ac peptide displacement. AID 504333. Potency, µM (top dose mostly 114 µM), inactives show top-dose activity change, negative = inhibition, most hits filed as inhibitors. 360,000 compounds, 4.4% hits. Q9UIF8; note: potency is the fitted concentration of half-maximal effect; % is set by controls: 0 for no effect and ±100 for the full control effect; nearly all actives have a fitted effect of over 60% in size
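BAZ2B 50 nM plus b-H3(5-23)K14Ac 50 nM, PBS pH 7.4/0.01% Tween-20, 30 min RT; compound added (max 110 uM), 30 min RT; streptavidin donor/Ni-chelate acceptor beads 10 ug/mL final, 20 min dark; AlphaScreen read.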
GLS inhibitor = blocks human kidney-isoform glutaminase activity; GLS enzymatic activity, qHTS titration; Potency, µM (series often up to 45.5 µM), for the others: top-dose activity change, negative = inhibition, most hits filed as inhibitors; O94925; 410,000 compounds, 0.21% hits; AID 624170; note: potency is the fitted concentration of half-maximal effect; % is set by controls: 0 for no effect and ±100 for the full control effect
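Glutamate formation by hKGA was monitored fluorometrically using coupled glutamate oxidase, HRP and Amplex Red. Substrate was added as 1 mM L-glutamine solution; incubation was 30 min at RT after an initial read.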
ERG Ets-DNA blk = ERG Ets/DNA interaction inhibition; P11308; 370,000 compounds, 0.028% hits; fluorescence polarization, His-ERG Ets domain / labelled DNA; Potency, µM (highest dose often 76.9 µM), for inactives: top-dose FP activity, negative = inhibition, usual class: inhibitors; active = well fitted inhibition curve with a large enough effect in the polarisation, with a control signal flat; inconclusive = small, poorly fitted or top-dose-only effect, or effect the other way, or a change in a side signal; inactive = no such curve, though single readings can be large or run the other way; the % refers to the polarisation;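 note: polarization taken with two DNA probes labelled with fluorescein and Texas red; potency is the fitted concentration of half-maximal effect; % of control where 0% means no effect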
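His-tagged ERG Ets domain (1 uM in the protein solution; 300mM KCl, 50mM Tris-HCl, 1mM EDTA, 1mM DTT, pH 7.5) received compound, then a probe mix of 5 nM fluorescein-DNA and 100nM Texas-615-DNA. Fluorescence polarization was read for both dyes.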
JMJD2A Tudor = JMJD2A Tudor domain (human) inhibition | 390,000 compounds, 4.4% hits | AlphaScreen JMJD2A-Tudor / H3K4me3 peptide binding | Potency, µM (series often up to 114 µM), for the others: top-dose activity change, negative = inhibition, hits mostly inhibitors; note: potency is the fitted concentration of half-maximal effect; % is set by controls: 0 for no effect and ±100 for the full control effect; nearly all actives have a fitted effect of over 50% in size
HP1b binding inh = blocks HP1-beta chromodomain binding to methylated histone tails | Potency, µM (highest dose often 114 µM), inactives show top-dose activity change, negative = inhibition, hits mostly inhibitors | AlphaScreen HP1-beta / biotin-H3K9me3 peptide binding | 390,000 compounds, 0.56% hits; note: potency is the fitted concentration of half-maximal effect; nearly all actives have a fitted effect of over 70% in size; inactives centre near 23
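HP1-beta protein (50 nM final) preincubated 30 min at room temperature with biotinylated H3(1-18)K9me3 peptide (50 nM) in PBS pH 7.4, 0.01% Tween-20, then compound added for 30 min. AlphaScreen streptavidin donor/nickel chelate acceptor beads (10 ug/mL final), 30 min dark, luminescence read.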
12-LOX inh = blocks human arachidonate 12S-lipoxygenase; P18054; purified 12hLO, xylenol orange hydroperoxide absorbance; Potency, µM (doses to about 108 µM), for the others: top-dose activity change, negative = inhibition, actives largely listed as inhibitors; 580,000 compounds, 1.1% hits; AID 1671190; note: potency is the fitted concentration of half-maximal effect; % is set by controls: 0 for no effect and ±100 for the full control effect
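Purified human 12hLO at 150 nM in 25 mM Hepes, 0.01% Triton X-100, pH 7.0, preincubated 15 min at room temperature with compound. Reaction started with 40 uM arachidonic acid, 30 min at room temperature. Hydroperoxide measured by Fe-xylenol orange, 573/405 nm absorbance ratio.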
RGS4 inh = inhibitors of human regulator of G protein signaling 4; P49798; Transcreener GDP fluorescence polarization, RGS4-accelerated GTP hydrolysis; Potency, µM (titrated, usually from 114 µM), for inactives: top-dose activity change, negative = inhibition, usual class: inhibitors; 390,000 compounds, 0.039% hits; note: potency is the fitted concentration of half-maximal effect; % is set by controls: 0 for no effect and ±100 for the full control effect; nearly all actives have a fitted effect of over 75% in size; some results filed as inactive show a strong effect at the top dose
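MLSMR compounds (23 nl, pin-transferred) preincubated 10 min at room temperature with a 500nM (2x) first reagent, then RGS4 at 900nM (2x) plus Transcreener GDP mix added; fluorescence polarization (620/688 nm) read before and after 90 min at 30 °C.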
An asterisk follows results filed as active; ? = inconclusive; · = no result given; & = joins results of further samples; [ ] = remark or other dose. Unless noted, calls come from the whole dose curve; as a rule, active = well fitted curve in the direction sought with a large enough effect; inconclusive = small, poorly fitted or top-dose-only effect, or another doubt; inactive = no such curve, though single readings can be large; an effect the other way counts as inactive or inconclusive.

SMILES	PI4K2A inh	G9a inh	BAZ2B inh	GLS inhibitor	ERG Ets-DNA blk	JMJD2A Tudor	HP1b binding inh	12-LOX inh	RGS4 inh
CC(C)Cn1c(CN2CCCCC2C)nc2c1c(=O)n(C)c(=O)n2C (stereo unspecified)	-3	-9%[59 µM]	7%	1%	4%	-12%	12%	8%[57.4 µM]	-2%
CCc1ccc(N2CCN(CCNC(=O)Nc3ccccc3)CC2)cc1	-1	6%	-1%	9%	0%	-12%	24%	-1%	-33%
COc1ccc(OCC(=O)Nc2cccc(C(=O)Nc3ccccc3C(=O)O)c2)cc1	2	-14%[59 µM]	-2%	9%	0%	-20%	5%	?	-22%
COc1ccc(C2=NS(=O)(=O)N(C)C(C(=O)NCc3cccs3)=C2)cc1OC	1	11%	2%	2%	2%	-24%	26%	17%	5%
COc1ccc(NC(=O)c2cc(C)nc3ccccc23)cc1S(=O)(=O)Nc1ccccc1Cl	1	-8%[59 µM]	-4%	5%	·	-4%	23%	?	26%
CCN(CC)c1ccc(C2C(C(=O)Nc3ccccc3C)=C(C)Nc3ncnn32)cc1 (stereo unspecified)	3	-33%[59 µM]	-34%	9%	8%	-17%	28%[57 µM]	-26%	-13%
CCCNC(=O)COC(=O)c1ccc(S(=O)(=O)N2CCCCCC2)cc1	6	16%[59 µM]	-1%	7%	-1%	-14%	19%	-14%	21%
COc1ccc(C)cc1NC(=O)CSc1nnc2ccc(-c3ccccn3)nn12	-4	2%[0.501 µM]	7%	9%	4%	-4%	7%	-16%	0%
Cc1cc(Cl)ccc1NC(=O)Nc1c(C)n(-c2ccccc2)c(=O)n1C	-8	12%[2.33 µM]	6%	5%	-5%	-15%	10%	-12%	38%
CC[C@@H]1C=C(C(=O)O)[C@H](c2cccc(C)c2)N1S(=O)(=O)c1ccc(C)cc1	-2	·	·	7%	4%	-13%	30%	0%	7%
O=C(COC(=O)c1ccc(CN2CCCC2=O)cc1)Nc1ccc(F)cc1	6	20%[12.7 µM]	0%	-8%	10%	8%	26%	-4%	-11%
N/C(=N\OC(=O)C12CC3CC(CC(C3)C1)C2)c1ccccn1	11	19%[59 µM]	5%	27%	-6%	3%	40%[activator]	1%	-39%
O=C(Nc1nn(Cc2ccc(Cl)cc2)cc1Br)c1ccc(COc2ccccc2Cl)o1	4	41%[12.7 µM]	-2%	-2%	-2%	-31%	18%	7%	1%
CCCCNC(=O)c1onc(CSc2cccc(F)c2)c1C(=O)O	3	6%[0.501 µM]	?	7%	16%	-6%	53%[activator]	?	-7%
Cn1nc(C(=O)NC2CCCC2)c2ccccc2c1=O	-3	3%[2.33 µM]	1%	7%	1%	-5%	22%	0%	33%
CCCNC(=O)Cn1nc(C(F)(F)F)c2c1CCC2	0	5%[12.7 µM]	-3%	-6%	13%	-9%	50%[activator]	?	-12%
Cc1nc2c(-c3ccc(F)cc3)c(C)nn2c(C)c1CCC(=O)N1CCN(c2ccc(F)cc2)CC1	3&-2	-32%[59 µM]	-21%&14%	-1%&3%	7%&15%	-28%&-19%	14%&47%	-19%&-24%	7%&-11%
Cc1cc([N+](=O)[O-])nn1Cc1noc(C(=O)NCCc2ccccn2)n1	1	-1%	-2%	-12%	1%	15%	36%	10%	-3%
COc1ccc(S(=O)(=O)Nc2cccc3c2O[C@H](CN(C)S(=O)(=O)c2cn(C)cn2)[C@@H](C)CN([C@H](C)CO)C3=O)cc1	1	·	·	0%	14%	-16%	21%	-5%	25%
COCCCNC(=O)c1cc(C)nn1-c1ccccc1	0	9%	-3%	3%	13%	-11%	49%[activator]	?	-15%[56.9 µM]
COCc1ccc(C(=O)N2CCCC(CNC(=O)c3ccc(F)cc3)C2)o1 (stereo unspecified)	0	·	3%	18%	-10%	-9%	30%	?	-30%
C=C1c2ccccc2NC(=O)N1c1ccc(C)cc1	3	8.9µM*	5%	-1%	6%	-20%	19%	0%	-3%
COc1ccc(N(CC(=O)NCc2ccccc2Cl)S(=O)(=O)c2c(C)noc2C)cc1	-5	1%	-3%	2%	7%	-15%	32%	-4%	14%
C/C(=N\NC(=O)c1ccccc1)c1ccc(NC(=O)c2cccs2)cc1	4	12%	-2%	-7%	·	-6%	20%	-9%	-24%
CCOc1cc(C2C(C(=O)OC)=C(C)NC3=C2C(=O)c2ccccc23)c(Br)cc1OC (stereo unspecified)	-1	-8%[59 µM]	-26%	3%	0%	-26%	-12%	2%	-11%
O=C(O)CCN1C(=O)c2ccc(NC(=O)c3ccco3)cc2C1=O	-3	?	-33%	4%	2%	-8%	29%	5%	4%
O=C(CSc1nc2ccccc2c(=O)n1NC(=O)Cc1ccccc1)NCc1ccccc1	1	?	?	-7%	2%	-15%	13%	0%	-35%
O=C(O)CCc1nn2c3ccccc3nc2n(Cc2ccccc2)c1=O	3	43%[activator]	-2%	0%	-10%	-2%[11.4 µM]	36%	-2%	-2%
C(=C\c1ccccc1)/C=N/N1CCN(c2ccccn2)CC1	-9	?	-12%	9%	-1%	?	-6%	0%	7%
CCOc1ccc(S(=O)(=O)NCCCN2CCCC2=O)cc1	4	?	-16%	0%	-18%	-6%[11.4 µM]	45%[activator]	0%	-19%

5 records picked at random from the list so far, as already listed:
SMILES	PI4K2A inh	G9a inh	BAZ2B inh	GLS inhibitor	ERG Ets-DNA blk	JMJD2A Tudor	HP1b binding inh	12-LOX inh	RGS4 inh
O=C(O)CCc1nn2c3ccccc3nc2n(Cc2ccccc2)c1=O	3	43%[activator]	-2%	0%	-10%	-2%[11.4 µM]	36%	-2%	-2%
C(=C\c1ccccc1)/C=N/N1CCN(c2ccccn2)CC1	-9	?	-12%	9%	-1%	?	-6%	0%	7%
COc1ccc(N(CC(=O)NCc2ccccc2Cl)S(=O)(=O)c2c(C)noc2C)cc1	-5	1%	-3%	2%	7%	-15%	32%	-4%	14%
COCc1ccc(C(=O)N2CCCC(CNC(=O)c3ccc(F)cc3)C2)o1 (stereo unspecified)	0	·	3%	18%	-10%	-9%	30%	?	-30%
CCOc1cc(C2C(C(=O)OC)=C(C)NC3=C2C(=O)c2ccccc23)c(Br)cc1OC (stereo unspecified)	-1	-8%[59 µM]	-26%	3%	0%	-26%	-12%	2%	-11%

(list continues)
SMILES	PI4K2A inh	G9a inh	BAZ2B inh	GLS inhibitor	ERG Ets-DNA blk	JMJD2A Tudor	HP1b binding inh	12-LOX inh	RGS4 inh
Cc1nc2cc(-c3cccc(F)c3)nn2c(N2CCN(C(=O)c3ccco3)CC2)c1C	-2	-6%	-3%	0%	0%	-13%	5%	8%	-20%
OC(COCc1ccc(Cl)cc1)CN1CCc2ccccc2C1 (stereo unspecified)	-4	-2%[59 µM]	-5%	3%	-9%	-22%	40%[activator]	1%	7%
COc1ccc(-c2noc(CNS(=O)(=O)c3ccc(Br)cc3)n2)cc1OC	-6	-21%[59 µM]	-20%	-5%	0%	-17%	51%[activator]	-32%	-25%
O=C(CSc1n[nH]c(-c2cccs2)n1)NC1CCS(=O)(=O)C1 (stereo unspecified)	-1	-6%	0%	0%	3%	0%	32%	·	17%
CN(CCC#N)C(=O)COC(=O)c1c2c(nc3ccccc13)/C(=C/c1ccco1)CC2	-53*	22µM*	45µM*	6.3µM*	9%	89µM*	?	?	?
O=C(Cc1nn[nH]n1)Nc1cc(Cl)cc(Cl)c1	-4	20%	22%	-3%	-2%	1%	73%[activator]	0%	-18%
CCO/C=C/C(=O)N(C)CCC#N	-3	-6%	8%	6%	-2%	-3%	50%[activator]	0%	34%
CCC(C(=O)NCc1ccccn1)n1c2ccccc2c2nc(=O)cc(C)n21 (stereo unspecified)	13	24%	-14%	-8%	-3%	-8%	75%[activator]	-6%	18%[11.4 µM]
CCOC(=O)c1[nH]c2ccc(Br)cc2c1NC(=O)CCN1CCOCC1	-3	8%	1%	12%	1%	-4%	48%[activator]	0%	-17%
O=C(Nc1ccc(S(=O)(=O)N2CCOCC2)cc1)c1ccc2c(c1)S(=O)(=O)c1ccccc1C2=O	-2	1%[12.7 µM]	-2%	5%	-14%	-15%	13%	-6%	4%

Screening results as filed in PubChem.

Some of the compounds tested. The share of hits here may be higher or lower than overall.
